Screens (PubChem BioAssay)
Epigenetic reg = epigenetic control regulation, reporter derepression | murine LDR cells, GFP reporter derepression, 30 h | Potency, µM (top dose mostly 53.9 µM), for the others: at the highest dose GFP activation, hits mostly activators | 0.2% of 280,000 active; also: potency is read from the fitted curve at half-maximal effect; % of control where 0% means no effect; nearly all actives have a fitted effect of over 60% in size
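Murine LDR cells bearing a silenced CMV-driven GFP reporter were exposed to compound for 30 h at 37 C. After PBS washes, GFP-positive cells (20-120 um objects) counted by laser-scanning microplate cytometry.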
NPSR antag = blocks cAMP signaling of the human neuropeptide S receptor; Q6W5P4; 1% of 220,000 active; AID 1461; Potency, µM (highest dose often 38.3 µM), for inactives: at the top dose activity change, negative = inhibition, most hits filed as inhibitors; CHO-NPSR cells, cAMP TR-FRET, antagonist mode; also: potency is read from the fitted curve at half-maximal effect; % is scaled to controls: 0 for no effect and ±100 for the full control effect; nearly all actives have a fitted effect of over 50% in size; many of its hits are not listed in these tables
Target sequence (Q6W5P4 whole entry, looked up): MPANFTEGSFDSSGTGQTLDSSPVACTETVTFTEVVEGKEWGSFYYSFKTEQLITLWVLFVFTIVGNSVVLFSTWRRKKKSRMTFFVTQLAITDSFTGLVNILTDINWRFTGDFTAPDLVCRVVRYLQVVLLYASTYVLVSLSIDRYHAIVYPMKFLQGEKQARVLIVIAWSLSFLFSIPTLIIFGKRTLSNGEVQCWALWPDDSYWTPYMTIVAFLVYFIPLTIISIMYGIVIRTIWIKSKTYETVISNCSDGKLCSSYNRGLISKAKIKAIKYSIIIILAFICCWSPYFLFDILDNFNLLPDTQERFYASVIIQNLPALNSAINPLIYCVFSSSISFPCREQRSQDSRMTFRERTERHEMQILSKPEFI
L3MBTL1 inh = blocks human L3MBTL1; Potency, µM (doses to about 57.1 µM), without a hit: top-dose activity, negative = inhibition, actives largely listed as inhibitors; AID 485360; 0.66% of 230,000 active; Q9Y468; AlphaScreen L3MBTL1–H3K9me1 peptide binding; also: potency is read from the fitted curve at half-maximal effect; % is scaled to controls: 0 for no effect and ±100 for the full control effect; nearly all actives have a fitted effect of over 60% in size
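First, the protein-peptide complex forms for 30 min at room temperature (L3MBTL1 50 nM, biotinylated H3K9me1 peptide 75 nM). Next, compounds are pin-transferred and incubated 30 min. Finally, AlphaScreen beads are added and read after 30 min.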
HttQ103 aggreg = inhibitors of mutant huntingtin aggregate formation in PC12 cells. PC12 HttQ103-GFP aggregates, Acumen cytometry, 40 h. Potency, µM (doses to about 46.1 µM), for the others: at the top dose activity change, negative = inhibition, actives largely listed as inhibitors. 1.1% of 220,000 active. AID 1688; also: potency is read from the fitted curve at half-maximal effect; % is scaled to controls: 0 for no effect and ±100 for the full control effect; nearly all actives have a fitted effect of over 60% in size
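Using laser scanning cytometry, GFP-positive aggregates were counted after lysis of PC12 cells induced with 100 nM tebufenozide to express HTT exon 1 Q103–GFP. Compounds were tested in titration.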
CBFb-RUNX1 inh = CBF-beta/RUNX1 interaction disruption; 230,000 tested, under 10 active; AlphaScreen CBFb-His/RUNX1-biotin binding, biochemical; Q01196+Q13951; Potency, µM (series often up to 59.8 µM), without a hit: top-dose activity, negative = inhibition, actives largely listed as inhibitors; AID 1477; also: % of control where 0% means no effect
Target sequence (Q01196 whole entry, looked up): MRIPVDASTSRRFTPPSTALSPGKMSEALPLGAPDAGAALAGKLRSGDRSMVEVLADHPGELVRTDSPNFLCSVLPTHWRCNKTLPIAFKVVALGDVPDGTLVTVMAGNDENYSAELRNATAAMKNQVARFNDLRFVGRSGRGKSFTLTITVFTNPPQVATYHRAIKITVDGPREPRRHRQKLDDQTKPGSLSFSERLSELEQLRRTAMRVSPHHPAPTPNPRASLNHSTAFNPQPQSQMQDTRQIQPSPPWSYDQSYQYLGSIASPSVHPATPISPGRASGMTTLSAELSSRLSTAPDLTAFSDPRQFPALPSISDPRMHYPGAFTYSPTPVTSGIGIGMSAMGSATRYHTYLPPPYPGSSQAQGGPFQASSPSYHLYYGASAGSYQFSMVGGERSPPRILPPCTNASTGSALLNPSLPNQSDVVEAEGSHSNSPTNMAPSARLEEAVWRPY
Target sequence (Q13951 whole entry, looked up): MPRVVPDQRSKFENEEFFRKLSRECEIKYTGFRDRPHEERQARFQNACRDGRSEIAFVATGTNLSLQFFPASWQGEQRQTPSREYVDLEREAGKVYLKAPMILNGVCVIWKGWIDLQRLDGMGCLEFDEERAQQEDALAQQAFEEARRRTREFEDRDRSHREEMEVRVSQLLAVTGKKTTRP
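Compounds were screened at multiple concentrations against a preformed CBF-beta(His)/RUNX1(biotin) complex (30 nM of each) for 15 min at room temperature, followed by 90 min with nickel and streptavidin beads and AlphaScreen reading.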
IMPase Li inh = IMPase inhibition in cells with lithium potentiation; CHO-M1 cells, IP1 TR-FRET (IP-One), carbachol + lithium; 0.35% of 210,000 active; Potency, µM (doses to about 59.4 µM), for inactives: top-dose activity, negative = IMPase inhibition, usual class: inhibitors;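 also: IP1 builds up when IMPase is blocked and the TR-FRET signal falls; potency is read from the fitted curve at half-maximal effect; plate controls were basal vehicle for no effect and high inhibitor control for full effect; nearly all actives have a fitted effect of over 50% in size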
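IP1 accumulation measured by competitive TR-FRET in lysed CHO-M1 cells after 30 min compound exposure at 37C, with a small lithium addition to potentiate weak responses. Hill-equation AC50 from ratio and donor-channel data.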
KinaseGlo FLuc = blocks Kinase-Glo luciferase, a counter-screen artifact | AID 1379 | Kinase-Glo luciferase, ATP luminescence, 8 min | Potency, µM (top dose mostly 38.3 µM), for inactives: at the highest dose activity change, negative = inhibition, actives largely listed as inhibitors | 0.28% of 200,000 active | Q27757; also: potency is read from the fitted curve at half-maximal effect; % is scaled to controls: 0 for no effect and ±100 for the full control effect; nearly all actives have a fitted effect of over 60% in size
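Compounds were added to a substrate mix at pH 7.2 (50 mM imidazole, 10 uM ATP, within the enzyme's linear range), followed by Kinase-Glo detection reagent; luminescence was measured after 8 minutes at ambient temperature.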
The depositor's hits bear a star; ? = inconclusive; · = no result given; [ ] = remark or other dose. Calls follow the shape of the dose curve; as a rule, active = well fitted curve in the direction sought with a large enough effect; inconclusive = small, poorly fitted or top-dose-only effect, or another doubt; inactive = no such curve, though single readings can be large; an effect the other way counts as inactive or inconclusive. An excerpt; the hit share may differ from the screen's.

SMILES	Epigenetic reg	NPSR antag	L3MBTL1 inh	HttQ103 aggreg	CBFb-RUNX1 inh	IMPase Li inh	KinaseGlo FLuc
Cc1ccc(Cl)cc1NC(=S)N/N=C/c1cccc2ccccc12	0.8%	27%	-21%	1%[9.22 µM]	-10%	·	·
COC(=O)c1c(NC(=O)CSc2nnnn2-c2ccccc2)sc2c1CCC(C(C)(C)C)C2 (configuration not stated)	-4.6%	-11%[46.1 µM]	·	-12%	0%	1%[38.3 µM]	-4%
CCS(=O)(=O)Nc1cccc(C2=NN(C(C)=O)C(c3cccs3)C2)c1 (configuration not stated)	-3.3%	8%	8%	?	7%	2%	-1%
COc1cc2c(cc1OC)C(C1C(=O)CCCC1=O)N(C(=O)CCl)CC2 (configuration not stated)	-0.9%	17%	?	8%	3%	0%	1%
CCOC(=O)Cc1csc(Nc2c(C)n(C)n(-c3ccccc3)c2=O)n1	-0.7%	-1%[46.1 µM]	-3%	-6%	9%	19%[38.3 µM]	7%
CSc1ccccc1-n1nnnc1SCC(=O)Nc1cc(C)ccc1C	-1.0%	-21%[46.1 µM]	·	27%	8%	20%[38.3 µM]	-5%
COC(=O)c1cn(Cc2ccccn2)c(=O)c2ccccc12	1.3%	-4%	·	-22%	1%	-3%	-2%
COc1cccc(NC(=O)c2ocnc2C)c1	-1.0%	-11%[46.1 µM]	-4%	3%	5%	·	·
Cc1ccccc1OC(=O)C1C(c2ccccc2)C(C(=O)O)C1c1ccccc1 (configuration not stated)	-0.8%	-13%[46.1 µM]	·	17%	1%	15%[38.3 µM]	-3%
COc1cc2c(cc1OC)CN(CC(=O)Nc1ccc3c(c1)OCO3)CC2	2.6%	-13%[46.1 µM]	0%	17%	-8%	-18%[38.3 µM]	-3%
Cn1c(=O)c2ncn(CC(=O)N=Nc3c(O)[nH]c4ccccc34)c2n(C)c1=O	1.4%	-24%	30%[activator]	15%	9%	0%	-2%
Cc1ccc(-n2nc(C)c3c2NC2=C(C(=O)CC(C)(C)C2)C3c2ccccc2OCC(=O)O)cc1 (configuration not stated)	2.7%	-59%	-11%	15%	8%	-5%	1%
COc1ccc(CCNC(=O)c2cc(=O)n(C)c(=O)n2C)cc1OC	3.8%	16%	·	5%	3%	-4%	-4%
CC(=O)NCCc1ccc(S(=O)(=O)N2CCOCC2)cc1	-1.0%	3%[46.1 µM]	·	-18%	0%	14%[38.3 µM]	-3%
O=C(CCN1CCOCC1)c1ccc(Cl)cc1	?	0%	-3%	8%[9.22 µM]	-5%	3%	-5%

Full records, looked up by structure. Order of screens: Epigenetic reg	NPSR antag	L3MBTL1 inh	HttQ103 aggreg	CBFb-RUNX1 inh	IMPase Li inh	KinaseGlo FLuc
COC(=O)c1c(NC(=O)CSc2nnnn2-c2ccccc2)sc2c1CCC(C(C)(C)C)C2 (configuration not stated) is listed with -4.6%	-11%[46.1 µM]	·	-12%	0%	1%[38.3 µM]	-4%
Cn1c(=O)c2ncn(CC(=O)N=Nc3c(O)[nH]c4ccccc34)c2n(C)c1=O is listed with 1.4%	-24%	30%[activator]	15%	9%	0%	-2%
COc1ccc(CCNC(=O)c2cc(=O)n(C)c(=O)n2C)cc1OC is listed with 3.8%	16%	·	5%	3%	-4%	-4%

More structures follow:
SMILES	Epigenetic reg	NPSR antag	L3MBTL1 inh	HttQ103 aggreg	CBFb-RUNX1 inh	IMPase Li inh	KinaseGlo FLuc
Cc1nn(CC(=O)c2ccccc2)c(=O)c2nn(-c3ccccc3F)c(C)c12	7.4%	-8%	-8%	10%	-2%	-5%	-3%
Cc1noc(C(=O)Nc2cccnc2)c1Cl	-0.2%	-13%[46.1 µM]	·	-10%	5%	13%[38.3 µM]	14%
Cc1onc(-c2ccccc2Cl)c1C(=O)NC(=S)Nc1ccc(C(C)C)cc1	1.1%	51%	0%	8%[9.22 µM]	-1%	·	·
Cc1ccc(-n2c(C)cc(C(=O)COC(=O)c3ccc[nH]c3=O)c2C)cc1C	1.1%	-18%	-16%	17%	0%	-3%	-5%
N#Cc1ccc(CSc2ncnc3c2cnn3Cc2ccccc2)cc1	-3.3%	-4%[46.1 µM]	3%	?	7%	26%[38.3 µM]	1%
COc1nc(Oc2ccc(/C=N/O)cc2)nc(N(C)C)n1	0.0%	-1%[46.1 µM]	-3%	27%	-2%	-10%[38.3 µM]	0%
O=C(NCC(=O)N(Cc1ccco1)C(C(=O)NC1CCCCC1)c1cccnc1)c1cccs1 (configuration not stated)	1.0%	-11%[46.1 µM]	·	?	2%	20%[38.3 µM]	-4%
COc1ccc(C(C)=O)cc1COC(=O)CNC(=O)c1ccc(F)cc1	0.0%	15%	2%	10%	1%	6%	-2%
CCC(CC)c1nc(C#N)c(NCc2ccccc2)o1	1.3%	-8%	-1%	-9%	0%	6%	15%
Cc1cc(Cl)nc(-c2ccccc2O)n1	-1.4%	2%[7.67 µM]	8%	9%[9.22 µM]	3%	·	·
N=C(c1cccc([N+](=O)[O-])c1)N1CCCCC1	1.9%	11%	15%	-1%[9.22 µM]	7%	9%	2%
O=C(c1ccc(C(F)(F)F)cc1)C1CCCN(C(=O)CN2CCCC2=O)C1 (configuration not stated)	-1.1%	13%	-5%	13%[9.22 µM]	8%	5%	1%
NCc1ccccc1CC(=O)N[C@@H]1C(=O)N2C(C(=O)O)=C(CSc3nnnn3CC(=O)O)CS[C@@H]12	-0.4%[16.9 µM]	·	·	-4%[20.6 µM]	4%[21.7 µM]	3%	0%[17.1 µM]
Cn1c(=O)c(-c2ccccc2)nc2ccccc21	2.4%	4%[46.1 µM]	19%	4%	12%	3%	0%
O[C@@H](CNC[C@H](O)c1ccccc1)c1ccccc1	-1.7%	-3%[46.1 µM]	?	23%	-7%	8%	2%
Cc1cc(OCC(=O)N(C)C2CCCCC2)ccc1Cl	-0.5%	-22%	20%	-7%	6%	-3%	0%
COc1ccc(OCC(=O)N(Cc2ccco2)C2CCS(=O)(=O)C2)cc1 (configuration not stated)	-0.5%	10%	-6%	21%[9.22 µM]	-1%	·	·
Cc1ccc(C(=O)N2CCN(c3ccc(NC(=O)COc4ccccc4C)cc3)CC2)cc1	-1.2%	-23%	-9%[11.4 µM]	?	3%	20%	-1%
COc1ccccc1CC(=O)N1CCCc2ccccc21	0.0%	-9%[46.1 µM]	·	4%	5%	34%[38.3 µM]	-2%
CCn1cc(Br)c(C(=O)Nc2ccc(OC)cc2)n1	-1.2%	-6%[46.1 µM]	-26%[11.4 µM]	-10%	11%	19%[38.3 µM]	-13%
Cc1nc2c(C)cccn2c1/C(O)=C1\C(=O)C(=O)N(CCN(C)C)C1c1ccncc1 (configuration not stated)	0.3%	-2%[46.1 µM]	2%	0%	7%	-23%[38.3 µM]	-4%
Cc1ccc(S(=O)(=O)N2c3ccc(S(N)(=O)=O)cc3CC2C)cc1 (configuration not stated)	2.9%	-5%	2%	5%	?	0%	-1%
COc1cc2c(cc1OC)CN(CC(=O)Nc1ccc(C)cc1)CC2	-1.5%	?	·	5%	5%	-15%[38.3 µM]	6%
O=C(CCN1C(=O)C2C3C=CC(C3)C2C1=O)NCc1cccnc1 (configuration not stated)	0.0%	5%[46.1 µM]	8%	-17%	-7%	-7%	3%
O=C(N/N=C/C=C/c1ccccc1[N+](=O)[O-])c1cccs1	1.1%	-37%	-6%	-7%	-21%	-6%	-1%
Nc1ccc(CN2CCCCCC2)cc1	-3.0%	-7%[46.1 µM]	-6%	9%	7%	11%	1%
CCN(CC)C(=O)NC1CC(=O)N(c2ccc(OC)cc2)C1 (configuration not stated)	-1.1%	10%	12%	10%	4%	-10%	4%
COc1cccc(C(c2nnnn2Cc2ccccc2)N2CCN(C(=O)c3ccco3)CC2)c1OC (configuration not stated)	0.0%	-19%[46.1 µM]	-10%[11.4 µM]	-17%	2%	36%[activator][38.3 µM]	1%
CCOC(=O)c1[nH]c(=O)[nH]c1CN(Cc1ccco1)Cc1[nH]c(=O)[nH]c1C(=O)OCC	-8.2%	-21%	5%	10%	13%	-7%	1%
COc1cc2[nH]c(=S)nc(NCc3cccs3)c2cc1OC	-3.5%	-25%	·	-22%	-4%	4%	2%
Fc1ccc(-c2nnc(CSc3nnc(-c4cccs4)o3)o2)cc1	-1.0%	-8%[46.1 µM]	·	5%[9.22 µM]	1%	-1%[38.3 µM]	5%
O=C(NNc1c(Cl)cccc1Cl)C1CCC1	0.0%	5%	9%	9%[9.22 µM]	2%	·	·
CC(C)=C1C2CCC1C1C(=O)N(CCc3ccccc3)C(=O)C21 (configuration not stated)	12%	-16%	10%	-4%	5%	-1%	2%
CN(CCC#N)C(=O)COC(=O)/C=C/c1cccs1	-2.7%	2%	·	-18%	10%	-2%	1%
Cc1c(C(=O)/C=C/N(C)C)nnn1-c1ccc(Cl)cc1C#N	-1.1%	-6%	-7%	-13%[9.22 µM]	2%	·	·
Cc1cc(N2CCOCC2)nc(SCC(=O)c2ccc(Cl)cc2)n1	-0.2%	-13%[46.1 µM]	11%	1%	-1%	10%[38.3 µM]	1%
CN(C)CCCOC(=O)c1ccc(Br)cc1	0.0%	1%[46.1 µM]	1%	-1%	9%	-2%	-2%
CCOc1cc(CNc2ccccc2)cc(Br)c1OCC(=O)NC(C)(C)C	-0.7%	?	-10%	35µM*	0%	12%[38.3 µM]	-7%
CC1CCc2nn(CC(=O)NCCN3CCOCC3)cc2C1 (configuration not stated)	-0.8%	-11%[46.1 µM]	16%	-1%	9%	20%[38.3 µM]	2%
COc1c2ccccc2c(OC)c2ccccc12	0.9%	1%	·	-7%	1%	-8%	-2%
CCc1[nH]nc2c1C(c1ccsc1)C(C#N)=C(N)O2 (configuration not stated)	-1.0%	21%	8%[11.4 µM]	1%	0%	9%	2%
O=C(CSc1nnc(SCc2ccc(Cl)cc2)s1)N1CCOCC1	-3.2%	-18%[46.1 µM]	-3%	28%[9.22 µM]	-1%	18%[38.3 µM]	4%
CCOc1cc(C(=S)N2CCOCC2)ccc1OS(=O)(=O)c1ccccc1[N+](=O)[O-]	1.9%	0%	-3%	3%	-13%	-9%	-1%
Cc1c(NC(=O)c2cc3nc(-c4ccc(Br)cc4)cc(C(F)(F)F)n3n2)c(=O)n(-c2ccccc2)n1C	-0.1%	-34%	-30%	-8%	4%	13%	2%
CCCc1nnc(NC(=O)OCC)s1	-0.2%	2%	4%	-1%[9.22 µM]	7%	-4%	·
Cn1nc(C(F)(F)F)c(-c2cccc(C(F)(F)F)c2)c1NC(=O)CSCC(=O)O	-3.9%	10%	·	-3%[9.22 µM]	1%	·	·
O=C(Cn1cnc2c(nnn2-c2ccccc2)c1=O)NCC1CCCO1 (configuration not stated)	1.3%	?	3%	6%	8%	8%[38.3 µM]	-2%
CCc1cc(/C(Cc2ccc3ccccc3n2)=N\O)c(O)cc1O	-1.2%	?	-12%	-26%	-6%	9%[38.3 µM]	-6%
